Assay outcomes deposited in PubChem BioAssay by National Center for Advancing Translational Sciences (NCATS).
aSyn yeast inh = rescues yeast growth from alpha-synuclein toxicity. Yeast expressing alpha-synuclein, growth rescue, BacTiter-Glo, 24 h. Potency, µM (titrated, usually from 46.1 µM), for inactives: top-dose growth rescue (activation), most hits filed as activators. 370,000 compounds, 0.14% hits; further: potency means the concentration at half of the fitted maximal effect; % of control where 0% means no effect; nearly all actives have a fitted effect of over 65% in size
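Galactose-induced alpha-syn yeast (OD600=0.02, raffinose-pregrown) + pinned cpd, 24 hr, 30 deg C; growth by BacTiter-Glo luminescence. Growth restoration scores as activation.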
Abeta rescue = restores growth of yeast expressing A-beta42 peptide | yeast expressing A-beta42, growth rescue, OD600, 48 h; response scale: 0% DMSO, 100% iron-clioquinol control | Potency, µM (top dose mostly 46.1 µM), without a hit: at the highest dose growth rescue, hits mostly activators | 410,000 compounds, 0.063% hits; further: potency means the concentration at half of the fitted maximal effect; nearly all actives have a fitted effect of over 55% in size
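Yeast A-beta toxicity model in growth medium with pinned compounds, 48 h at 30 C; growth read as absorbance at 600 nm. Normalized to FeCl3/clioquinol equimolar mix (positive) and DMSO (negative).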
EPAC2 antagonist = EPAC2 (human) antagonism. Q8WZA2. EPAC2 GEF exchange of Rap1B-BODIPY-GDP, fluorescence. Potency, µM (titrated, usually from 114 µM), inactives show top-dose activity, negative = inhibition, actives largely listed as inhibitors. 360,000 compounds, 0.18% hits; further: potency means the concentration at half of the fitted maximal effect; on the % scale 0 is the no-effect control and ±100 the full control effect; nearly all actives have a fitted effect of over 45% in size; many of its hits are not listed in these tables
Target sequence (Q8WZA2 whole entry, looked up): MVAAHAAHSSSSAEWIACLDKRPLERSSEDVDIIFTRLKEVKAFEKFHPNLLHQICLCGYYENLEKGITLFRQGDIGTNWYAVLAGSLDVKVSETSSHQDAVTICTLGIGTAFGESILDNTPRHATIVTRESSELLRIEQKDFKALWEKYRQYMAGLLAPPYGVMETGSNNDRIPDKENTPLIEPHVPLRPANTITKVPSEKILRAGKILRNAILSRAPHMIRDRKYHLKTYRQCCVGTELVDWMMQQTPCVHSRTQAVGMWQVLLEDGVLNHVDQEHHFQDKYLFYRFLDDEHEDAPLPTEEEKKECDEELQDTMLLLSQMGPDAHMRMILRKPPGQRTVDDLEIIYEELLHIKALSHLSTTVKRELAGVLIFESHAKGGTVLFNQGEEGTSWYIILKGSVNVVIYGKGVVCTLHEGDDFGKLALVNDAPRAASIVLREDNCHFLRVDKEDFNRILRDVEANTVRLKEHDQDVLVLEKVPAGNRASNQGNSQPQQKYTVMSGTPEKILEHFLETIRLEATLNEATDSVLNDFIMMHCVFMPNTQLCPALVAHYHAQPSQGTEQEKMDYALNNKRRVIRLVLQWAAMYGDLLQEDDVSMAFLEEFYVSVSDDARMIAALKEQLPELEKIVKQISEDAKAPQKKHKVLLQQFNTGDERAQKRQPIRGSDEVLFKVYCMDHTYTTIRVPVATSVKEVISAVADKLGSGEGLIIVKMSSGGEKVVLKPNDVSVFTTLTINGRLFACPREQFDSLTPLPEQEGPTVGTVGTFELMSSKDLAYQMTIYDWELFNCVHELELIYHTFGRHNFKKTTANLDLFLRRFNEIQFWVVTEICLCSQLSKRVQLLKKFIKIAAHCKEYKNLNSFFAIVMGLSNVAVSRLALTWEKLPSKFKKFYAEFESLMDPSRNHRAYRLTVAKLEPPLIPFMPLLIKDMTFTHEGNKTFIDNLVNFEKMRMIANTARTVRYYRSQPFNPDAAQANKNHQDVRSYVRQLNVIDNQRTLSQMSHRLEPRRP
TDP-43 yeast inh = inhibitors of TDP-43 toxicity in yeast; TDP-43 expressing yeast growth rescue, BacTiter-Glo, 24 h; Potency, µM (top dose mostly 46.1 µM), inactives show at the highest dose growth rescue (activation), hits mostly activators; 410,000 compounds, 1.8% hits; further: potency means the concentration at half of the fitted maximal effect; % of control where 0% means no effect; nearly all actives have a fitted effect of over 50% in size
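Growth rescue of TDP-43-toxic yeast measured as ATP luminescence (BacTiter-Glo). Cells grown to mid-log in raffinose, induced in galactose at OD600=0.02, exposed to compound 24 hr at 30 deg C.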
D3 ag = agonists of human D3 dopamine receptor; D3R DiscoveRx beta-arrestin cells, luminescence, 90 min; AID 652048; 410,000 compounds, 0.58% hits; max activation, %; in the data active means max activation above about 30%; further: 0% is about no effect; mostly tested at two doses, the higher about 12 µM
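Agonist mode: compounds and dopamine controls were applied to plated cells for 90 min at 37 degrees C after an overnight attachment at 1500 cells/well. Luminescent read-out followed 30 - 60 minutes at room temperature with DiscoveRx detection reagent.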
FUS suppressor = FUS proteinopathy suppression in yeast. Potency, µM (series often up to 76.6 µM), without a hit: at the highest dose growth rescue (activation), usual class: activators. 390,000 compounds, 0.24% hits. S. cerevisiae FUS-expressing, growth rescue, OD600, 24 h;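 further: potency means the concentration at half of the fitted maximal effect; plate controls were DMSO vehicle for no effect and reference control for full effect; nearly all actives have a fitted effect of over 55% in size; some results filed as inactive show a strong effect at the top dose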
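Quantitative HTS measuring growth restoration of FUS-toxic yeast. Galactose-induced cells (OD 0.005) were exposed 24hr at 30C to compounds at several concentrations, then absorbance at 600 nm was recorded.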
DRD3 antagonist = blocks the human D3 dopamine receptor; P35462; D3R cells, DiscoveRx beta-arrestin luminescence, antagonist mode; hits give low values; max response, negative = inhibition, %; 360,000 compounds, 2.5% hits; AID 652054; in the data active means max response below about -50%; inconclusive means no clear call, values can overlap the other calls; further: on the % scale 0 is the no-effect control and ±100 the full control effect; mostly tested at two doses, the higher about 12 µM
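Cells expressing the human receptor were seeded at 1500 cells/well, incubated overnight at 37 degrees C in 5% CO2, then exposed to library compounds with dopamine controls for 90 minutes at 37 degrees C before luminescent detection.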
EPAC2 ag = agonists of human EPAC2 (RAPGEF4) | Q8WZA2 | EPAC2 activation, biochemical qHTS; response scale: 100% = 6.5 mM cAMP response | Potency, µM (highest dose often 154 µM), for inactives: at the top dose activation, most hits filed as activators | 360,000 compounds, 0.079% hits | AID 720711; further: potency means the concentration at half of the fitted maximal effect; nearly all actives have a fitted effect of over 50% in size
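Each well held 100 nM EPAC2, 250 nM RAP1B-BODIPY-GDP and 50 uM GDP. Fluorescence, read at 5-min intervals to 30 min, was referenced to a 6.5 mM cAMP positive control.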
An asterisk follows results filed as active; u = inconclusive; x = no result given; [ ] = dose if it differs, or a comment. Unless noted, the call rests on the fitted dose curve; in most records, active means well fitted curve in the direction sought with a large enough effect; inconclusive means small, poorly fitted or top-dose-only effect, or another doubt; inactive means no such curve, though single readings can be large; an effect the other way counts as inactive or inconclusive. Some of the compounds tested, so the mix of outcomes need not match the whole.

SMILES	aSyn yeast inh	Abeta rescue	EPAC2 antagonist	TDP-43 yeast inh	D3 ag	FUS suppressor	DRD3 antagonist	EPAC2 ag
COc1cc(OC)cc(-c2noc([C@@H]3O[C@H](CO)[C@H](O)[C@H](O)[C@H]3O)n2)c1	-8%	-13%	-7%	19%	4	-20%	11	11%
CCNC(=O)C1CCCN(C(=O)Cc2cccs2)CC1 (stereo unspecified)	0%	-12%	13%	9%	-4	-20%	-14	8%
O=C(c1ccccc1)c1ccc(C(=O)N2CCN(c3ccccc3O)CC2)cc1	9%	6%	5%	14%	4	38%	53	6%
Cc1c2ccccc2nc2c(F)c(NC(C)C)c(F)c(F)c12	-11%	-2%	-4%	12%	9	27%	17	u
CN(C)c1ccc(C(=O)n2nnc3ccccc32)cc1	19%	-17%	2%	15%	-22	-4%	u	8%
CC(C)C(=O)Nc1cccc(COc2ccc(CN(CCc3ccccc3)C(=O)OC(C)(C)C)cc2)c1	0%	-12%	-2%	-27%	5	11%	14	8%
O=C(Cc1ccc(Cl)cc1)Nc1cccc2ncccc12	0%	1%	5%	0%	-1	-5%	0	0%
CC(C)(O)C#Cc1ccc(CN2CCC(CO)(CCc3ccccc3)CC2)cc1	-2%	-11%	-2%	-17%	-19	-3%	u	18%
CCCc1cc(=O)[nH]c(SCc2ccccc2Cl)n1	x	16%	-4%	-3%	0	2%	13	10%
CNc1cc(N2CCN(S(=O)(=O)N(C)C)CC2)ccc1[N+](=O)[O-]	-26%	-15%	11%	-32%[inhibitor]	-3	21%	-10	1%
CS/C(=N\N(C)C(N)=O)c1ccccc1	-1%	-1%	14%	3%	2	x	17	8%
COc1ccc(OCC(=O)NNC(=O)C2CCCO2)cc1 (stereo unspecified)	-1%	8%	1%	13%	5	-10%	-3	2%
CC(C(=O)Nc1sc2c(c1C(=O)NCc1ccco1)CCCC2)N1C(=O)c2ccccc2C1=O (stereo unspecified)	-1%	5%	-14%	-9%	-2	18%	-65*	4%
COc1ccc(-c2cc(C(=O)N(C)Cc3ccc(OC)c(OC)c3OC)c3ccccc3n2)cc1OC	5%	7%	-4%	0%	5	36%	19	3%
O=C(O)CCCNC(=O)/C=C/c1ccco1	-4%	-13%	24%	-2%	-10	-10%	-12	12%
Cc1ccc2c(c1)C(c1ccc(F)cc1)N(C(=O)c1ccc(S(=O)(=O)N(C)C)cc1)CC(=O)N2 (stereo unspecified)	-4%	-7%	0%	0%	-2	u	-18	5%
O=C1CC(SC(=NCc2ccc3c(c2)OCO3)Nc2ccccc2)C(=O)N1 (stereo unspecified)	-1%	-1%	2%	-8%	-8	0%	2	0%[15.6 µM]
Cn1c(N)c(C(=O)CCl)c(=O)n(C)c1=O	12%	-18%	14%	-1%	-4	4%	0	-3%
C=CCNC(=O)O/N=C/c1csc([N+](=O)[O-])c1	-4%	-22%	2%	16%	5	-3%	8	5%
CCC1C=C(c2ccccc2)C=CN=C1N(CC)CC (stereo unspecified)	-1%	6%	4%	0%	-2	x	20	10%
Cc1nc(SCC(=O)NNC(=O)c2ccc(F)cc2)c2ccccc2n1	-1%	11%	-27%	13%	21	8%	-25	9%
CN1CCN(C(=O)c2cc3c(ccc4ccccc43)oc2=O)CC1	0%	-14%	6%	-17%	-2	9%	-24	2%
CC(C)Oc1ccc(C(=O)Nc2ccc(NC(=O)c3ccco3)c(Cl)c2)cc1	-11%	1%	-6%[57.1 µM]	-1%	1	35%	8	24%
CC(Oc1ccc(F)cc1)C(=O)Nc1ccccc1C(=O)NC1CC1 (stereo unspecified)	0%	11%	7%	0%	4	5%	10	-4%
Cc1cc(C)cc(NC(=O)C2CCN(S(=O)(=O)c3ccc4c(c3)oc(=O)n4C)CC2)c1	x	-14%	x	5%	-9	2%	x	x
Cc1ccc2c(c1)C(=O)CC(c1ccccc1)S2 (stereo unspecified)	-12%	-19%	u	18%	2	2%	-9	15%
N#C/C(=C\c1cn(-c2ccccc2)nc1-c1cccnc1)c1nnc2n1CCCCC2	-1%	-7%	-2%	-5%	11	u	6	14%
Cc1ccc(N/C(=C\C(=O)c2ccccc2)C(=O)O)cc1	0%	-12%	2%	-40%[inhibitor]	1	26%	1	5%
COc1ccc(Cl)cc1S(=O)(=O)NC(C)C(=O)NCc1cccnc1 (stereo unspecified)	0%	-17%	12%	8%	4	-6%	10	3%
Cc1nc2ccccc2cc1C(=O)NCc1ccco1	15%	5%	-1%	5%	-11	2%	0	1%
COc1ccc(C2CC(c3ccccc3OC(C)=O)=NN2C(C)=O)cc1 (stereo unspecified)	-2%	2%	u	-3%	3	19%	-14	7%
Cn1c2c(c3ccccc31)CCN(CCCCN1CCN(c3ccccc3)CC1)C2=O	1%	-10%	-11%	3%	54*	x	4	6%
Cc1ccc(NC(=O)C(C)OC(=O)c2cc(=O)[nH]c3ccccc23)cc1S(=O)(=O)N1CCOCC1 (stereo unspecified)	0%	3%	-5%	16%	1	x	-14	-4%
COC(=O)c1ccc(NC(=S)NN2CCCCC2c2cccnc2)cc1 (stereo unspecified)	u	-9%	3%	-8%	7	12%	6	5%
Cc1ccc(S(=O)(=O)N2CCCCC2)cc1NC(=O)Nc1ccc(Cl)cc1Cl	-2%	1%	1%	11%	-2	-25%	1	-3%
Cc1ccc(C(=O)CSc2nnc(-c3cccs3)n2C)o1	3%	0%	1%	19%	3	-20%	-8	3%
O=Cc1ccc(-c2ccc([N+](=O)[O-])cc2Cl)o1	1%	14%	4%	11µM*	11	-18%	3	4%
CCCN(CCC)CCCNC(=O)CN1C(=O)CSc2ccc(S(=O)(=O)N3CCOCC3)cc21	1%	-9%	1%	-2%	-2	2%	7	3%
COc1ccc(-c2csc(N3C(=O)C4C5c6ccccc6C(c6ccccc65)C4C3=O)n2)cc1 (stereo unspecified)	3%	11%	19%	9%	29	x	1	10%
CCOC(=O)CC1(NC(=O)C2CCC(=O)N(Cc3ccccc3OC)C2)CCCCC1 (stereo unspecified)	2%	12%	8%	1%	13	x	29	3%
CCOc1ccc(S(=O)(=O)N2CCCCC2)cc1NC(=O)CCc1ccc(OC)cc1	-2%	8%	-14%	-11%	-20	x	0	2%
COc1ccc(N2CCN(CC(O)COc3ccc(C(C)(C)C)cc3)CC2)cc1 (stereo unspecified)	x	-34%[inhibitor]	x	13µM*	-4	16%	x	x
Cc1onc(-c2ccccc2)c1NC(=O)N(CCC#N)Cc1cccs1	-2%	-10%	3%	-1%	0	8%	-10	8%
O=[N+]([O-])c1cc(S(=O)(=O)c2ccc(N3CCCCC3)c([N+](=O)[O-])c2)ccc1N1CCCCC1	-2%	-13%	17%	-24%	7	24%	-11	10%
NC(=O)c1cc([N+](=O)[O-])ccc1NCc1cccc([N+](=O)[O-])c1	0%	-8%	7%	-21%	-15	1%	4	20%
CCc1nnc2n1N=C(c1ccc(Cl)cc1)CS2	-3%	-18%	15%	u	2	-15%	-16	7%
Cc1c(Cc2ccccc2)c(=O)oc2c(C)c(OCC(=O)N[C@@H](Cc3ccccc3)C(=O)O)ccc12	-1%	12%	-24%	19%	19	11%	29	-4%
COCC(=O)N(C)C[C@H]1N[C@@](Cc2ccccc2)(C(=O)OC)[C@H]2C(=O)N(C)C(=O)[C@@H]12	1%	-15%	u	-2%	0	-24%	-2	5%

Some of the entries so far, with two lines to a compound.
The line under a structure holds: aSyn yeast inh | Abeta rescue | EPAC2 antagonist | TDP-43 yeast inh | D3 ag | FUS suppressor | DRD3 antagonist | EPAC2 ag
> O=Cc1ccc(-c2ccc([N+](=O)[O-])cc2Cl)o1
→ 1% | 14% | 4% | 11µM* | 11 | -18% | 3 | 4%
> CCCN(CCC)CCCNC(=O)CN1C(=O)CSc2ccc(S(=O)(=O)N3CCOCC3)cc21
→ 1% | -9% | 1% | -2% | -2 | 2% | 7 | 3%
> COc1ccc(-c2csc(N3C(=O)C4C5c6ccccc6C(c6ccccc65)C4C3=O)n2)cc1 (stereo unspecified)
→ 3% | 11% | 19% | 9% | 29 | x | 1 | 10%
> CCOC(=O)CC1(NC(=O)C2CCC(=O)N(Cc3ccccc3OC)C2)CCCCC1 (stereo unspecified)
→ 2% | 12% | 8% | 1% | 13 | x | 29 | 3%
> CCOc1ccc(S(=O)(=O)N2CCCCC2)cc1NC(=O)CCc1ccc(OC)cc1
→ -2% | 8% | -14% | -11% | -20 | x | 0 | 2%
> COc1ccc(N2CCN(CC(O)COc3ccc(C(C)(C)C)cc3)CC2)cc1 (stereo unspecified)
→ x | -34%[inhibitor] | x | 13µM* | -4 | 16% | x | x
> Cc1onc(-c2ccccc2)c1NC(=O)N(CCC#N)Cc1cccs1
→ -2% | -10% | 3% | -1% | 0 | 8% | -10 | 8%
> O=[N+]([O-])c1cc(S(=O)(=O)c2ccc(N3CCCCC3)c([N+](=O)[O-])c2)ccc1N1CCCCC1
→ -2% | -13% | 17% | -24% | 7 | 24% | -11 | 10%
> NC(=O)c1cc([N+](=O)[O-])ccc1NCc1cccc([N+](=O)[O-])c1
→ 0% | -8% | 7% | -21% | -15 | 1% | 4 | 20%
> CCc1nnc2n1N=C(c1ccc(Cl)cc1)CS2
→ -3% | -18% | 15% | u | 2 | -15% | -16 | 7%
> Cc1c(Cc2ccccc2)c(=O)oc2c(C)c(OCC(=O)N[C@@H](Cc3ccccc3)C(=O)O)ccc12
→ -1% | 12% | -24% | 19% | 19 | 11% | 29 | -4%
> COCC(=O)N(C)C[C@H]1N[C@@](Cc2ccccc2)(C(=O)OC)[C@H]2C(=O)N(C)C(=O)[C@@H]12
→ 1% | -15% | u | -2% | 0 | -24% | -2 | 5%
